Compound activity: PubChem BioAssay, several laboratories
PvdQ acylase: P. aeruginosa PvdQ acylase inhibitors, primary screen, biochemical, fluorescence, plate reader and imaging, single point. PvdQ acylase [Pseudomonas aeruginosa LESB58]. purified PvdQ acylase. inhibition, % at 10 µM. hit rate 0.063% among 340,000; in the data active means inhibition above about 30%, passing the limit was not always enough; inconclusive means no clear call, values can overlap the other calls;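 further: 0% = vehicle neutral wells and 100% = reference inhibitor wells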
Rtt109 HAT inh: inhibitors of C. albicans Rtt109/Vps75 HAT, primary screen, biochemical, ThioGlo CoA-SH fluorescence, plate reader. AID 540336, 2011. hit rate 0.16% among 330,000. inhibition, % at 34.9 µM. Histone acetyltransferase RTT109 (Candida albicans (strain SC5314 / ATCC MYA-2876)), …. purified Rtt109/Vps75, 4 h;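 active means inhibition of at least 50% in every replicate; inconclusive means best replicate reaches 50% inhibition but some replicates fall short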
Target sequence (Q5AAJ8 whole entry, looked up): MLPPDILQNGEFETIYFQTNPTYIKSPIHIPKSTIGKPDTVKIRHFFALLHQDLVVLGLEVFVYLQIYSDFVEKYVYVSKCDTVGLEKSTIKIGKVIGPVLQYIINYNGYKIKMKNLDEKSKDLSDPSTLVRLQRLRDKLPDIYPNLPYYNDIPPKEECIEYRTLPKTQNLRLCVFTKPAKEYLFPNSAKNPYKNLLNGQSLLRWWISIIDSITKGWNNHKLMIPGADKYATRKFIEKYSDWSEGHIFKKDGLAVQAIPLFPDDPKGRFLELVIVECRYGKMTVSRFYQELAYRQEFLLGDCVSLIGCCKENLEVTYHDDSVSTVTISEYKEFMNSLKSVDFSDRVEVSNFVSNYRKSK
Tat transport: E. coli Tat export inhibitors, primary screen, MC4100, TorA-mCherry reporter, fluorescence, single point; hit rate 0.036% among 340,000; inhibition, % at 10 µM;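 active means mean replicate inhibition at least 50% and at least half of replicates individually reaching 50%; inconclusive means only one of the two criteria met; inactive means neither criterion met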;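 further: exported cargo escapes ClpAP degradation while cytoplasmic cargo is degraded and loses fluorescence; 0% = median of neutral control wells and 100% = median of NaSCN control wells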
phage Ecoli inh: growth loss of phage-infected E. coli, primary screen, RecBCD inhibitor project, absorbance, with phage, HTS; hit rate 0.26% among 360,000; inhibition, % at 11.9 µM; AID 651602, 2012; in the data active means inhibition above about 11%
Ecoli viability: E. coli V3065 growth inhibition, primary screen, counter-screen for AddAB inhibitor project, absorbance, OD600; inhibition, % at 11.9 µM; hit rate 0.27% among 330,000; 18 h;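 active means inhibition above the campaign's mean inhibition across all tested compounds plus 3 SD, cut at about 9.9% in these data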;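 further: uninfected addAB+ strain grown without phage in ampicillin broth; 0% = DMSO wells and 100% = ciprofloxacin 0.95 µg/ml wells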
AddAB inh: growth inhibition of E. coli expressing H. pylori AddAB, primary screen, AddAB inhibitor project, absorbance; inhibition, % at 11.9 µM; hit rate 0.29% among 330,000; AID 435030, 2010; in the data active means inhibition above about 12%;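 further: 0% = vehicle wells of infected cells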
PfHsp90 set2: growth inhibition of PfHsp90-expressing yeast, primary screen, antimalarial PfHsp90 inhibitor project, S. cerevisiae, BacTiter-Glo luminescence, single point, set 2; hit rate 0.32% among 310,000; inhibition, % at 9.4 µM; BacTiter-Glo ATP, 48 h; yeast lacking PDR1 and PDR3 efflux regulators; AID 504621, 2011;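 active means every replicate shows inhibition above about 80%, whatever the replicate mean, limit read from the data; inconclusive means mean inhibition reaches the set limit but some replicate falls short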;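 further: 0% = DMSO neutral controls and 100% = 20 µM radicicol positive controls; yeast relying on Plasmodium falciparum Hsp90 in place of its own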
CAL PDZ FP: CAL PDZ peptide-binding inhibitors, primary screen, biochemical, fluorescence polarization, Cer-tagged CAL PDZ, HTS | purified CAL PDZ, TMR-peptide fluorescence polarization, 1 h | inhibition, % at 20 µM | hit rate 0.02% among 330,000 | AID 504414, 2011;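 active means highest replicate inhibition of at least 40%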;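 further: plate controls were DMSO neutral control wells for no effect and unlabeled competitor peptide control wells for full effect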
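Control set: unlabelled peptide and DMSO controls / Material: purified CerCALP PDZ construct / Timing: 1 h incubation at room temperature before polarization reading / Doses: 20 µM, one dose / Detection: fluorescence polarization (mP)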
Wnt bcat act: Wnt/beta-catenin pathway activators, primary screen, cell-based, plate reader, single point | hit rate 1.2% among 300,000 | Wnt/beta-catenin reporter cell assay, activator | activation, % at 9.35 µM; in the data active means activation above about 30%, passing the limit was not always enough; inconclusive means no clear call, values can overlap the other calls;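 further: 0% = neutral control wells and 100% = positive control wells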
DAGLB inh: DAGLB lipase inhibitors, primary screen, biochemical, fluorescence, HTS | Diacylglycerol lipase-beta (Homo sapiens), Q8NCG7 | HEK293T DAGLB membrane lysate, EnzChek fluorogenic substrate | inhibition, % at 5.17 µM | hit rate 0.059% among 340,000; in the data active means inhibition above about 34%;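 further: 0% = enzyme with vehicle and 100% = wells lacking enzyme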
Target sequence (Q8NCG7 whole entry, looked up): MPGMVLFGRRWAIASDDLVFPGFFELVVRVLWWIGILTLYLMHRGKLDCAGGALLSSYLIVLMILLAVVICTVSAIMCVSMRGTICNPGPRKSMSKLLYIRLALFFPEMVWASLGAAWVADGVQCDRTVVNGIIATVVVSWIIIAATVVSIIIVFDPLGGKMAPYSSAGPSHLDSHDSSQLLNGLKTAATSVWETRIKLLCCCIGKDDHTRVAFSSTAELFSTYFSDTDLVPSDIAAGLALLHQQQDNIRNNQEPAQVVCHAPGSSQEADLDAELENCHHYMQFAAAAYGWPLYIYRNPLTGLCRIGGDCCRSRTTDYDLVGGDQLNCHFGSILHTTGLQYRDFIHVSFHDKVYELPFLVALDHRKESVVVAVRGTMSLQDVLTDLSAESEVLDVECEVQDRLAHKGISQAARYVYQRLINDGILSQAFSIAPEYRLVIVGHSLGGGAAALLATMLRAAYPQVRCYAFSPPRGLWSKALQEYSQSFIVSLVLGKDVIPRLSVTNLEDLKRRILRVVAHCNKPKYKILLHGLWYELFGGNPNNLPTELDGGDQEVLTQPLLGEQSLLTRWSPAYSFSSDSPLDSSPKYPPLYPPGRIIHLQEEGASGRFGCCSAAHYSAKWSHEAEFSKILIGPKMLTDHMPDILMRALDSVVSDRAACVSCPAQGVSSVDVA
An asterisk follows results filed as active; ? = inconclusive; . = no result given.

SMILES	PvdQ acylase	Rtt109 HAT inh	Tat transport	phage Ecoli inh	Ecoli viability	AddAB inh	PfHsp90 set2	CAL PDZ FP	Wnt bcat act	DAGLB inh
Cc1cc(C(=O)NC2Cc3ccccc3C2)c(C)o1	-14	-6	5	2.5	1.7	-0.3	-24	-0.1	21	1
COCc1cc(=O)[nH]c(/N=C(\N)Nc2ccc(C)cc2C)n1	12	10	5	6.1	-1.5	-1.3	-4	0.5	-1	0
COc1cccc(N(CC(=O)N2CCN(C)CC2)S(=O)(=O)c2ccc(C)cc2)c1	-5	-3	1	2.2	-1.8	-2.5	0	.	0	-1
O=C(CSc1ccc2nnc(CCNC(=O)c3ccccc3)n2n1)Nc1ccccc1F	-18	1	-21	0.8	0.4	-2.0	-16	-0.3	-11	0
CCCn1c2c(c(=N)c3c1CCC3)CCC2	-17	3	-5	3.9	2.2	2.5	3	-1.2	-1	-1
O=C(NCCc1cnc[nH]1)c1cccs1	4	21	0	2.0	-1.0	1.1	6	31	-1	-3
CC(=C1C(=O)c2ccccc2C1=O)N1CCC(C(N)=O)(N2CCCCC2)CC1	-6	-3	2	1.8	0.8	1.4	-1	-1.1	.	4
C=CCn1c(SCC(=O)O)nnc1-c1ccc(C(C)(C)C)cc1	-13	10	11	2.2	-0.8	3.7	14	-0.3	.	3
Nc1cc(C(=O)O)ccc1Nc1ccccc1	-3	9	-5	4.5	-0.2	3.0	2	0.7	.	3
COc1ccccc1-c1nnc2sc(COc3ccccc3)nn12	-16	-8	3	4.0	1.5	4.3	6	-1.6	-5	-2
CC1(c2ccc(OC(F)F)cc2)NC(=O)N(/N=C/c2c(O)ccc3ccccc23)C1=O (stereo unspecified)	-3	5	-9	0.8	-3.0	-1.0	8	-0.5	0	0
CCn1c(SCc2nc3scc(-c4ccccc4)c3c(=O)[nH]2)nnc1-c1ccc(Cl)cc1	2	8	13	0.7	-1.0	3.9	-17	1.5	0	-4
O=C1[C@H]2[C@@H](/C=C/c3ccccc3)N3C(=O)CN(Cc4ccccn4)C(=O)[C@@]3(Cc3ccccc3)[C@H]2C(=O)N1c1ccccc1	-5	5	-8	-0.2	-0.7	2.0	-7	0.5	-9	0
O=C(NCc1ccc(Cl)cc1)C1CCC(CNc2c(N3CCOCC3)c(=O)c2=O)CC1 (stereo unspecified)	-11	-4	7	-0.3	1.6	2.4	-7	-0.2	-1	2
Cc1ccc(SCc2cc(=O)[nH]c(/N=C(\N)Nc3ccc(C)c(C)c3)n2)cc1	-5	2	0	.	0.6	-1.2	2	-0.6	-2	-1
O=[N+]([O-])c1cccc(-c2nnc3cccc(Cl)n23)c1	-18	-1	4	3.5	0.3	-1.8	-2	-1.1	1	-1
NC1=NC[C@H](Cc2ccccc2)N1CCc1cc(C(F)(F)F)cc(C(F)(F)F)c1	-13	?	1	5.5	1.7	2.9	1	-0.5	1	1
Cc1ccc(COC(=O)c2ccc3ccccc3n2)cc1	-15	6	10	1.5	1.3	1.7	4	-3.0	1	-11
COc1ccc(N(C(=O)Cn2nnc(-c3ccccc3F)n2)C(C(=O)NCC2CCCO2)c2ccc(Cl)cc2)cc1 (stereo unspecified)	6	-1	0	4.1	0.0	-2.1	-17	4.0	0	1
O=C(Nc1cc(S(=O)(=O)N2CCCCC2)ccc1N1CCOCC1)c1cc(=O)[nH]c2ccccc12	-8	10	2	0.0	3.2	2.9	34	-0.1	-1	0
Cc1ccc(NC(=O)C2=CCN(S(=O)(=O)c3ccc(F)cc3)CC2)cc1	-16	-9	1	4.7	-0.4	3.1	15	-0.5	-1	-2
COCCCn1c(=O)/c(=C\c2ccccc2OC(F)F)s/c1=C(/C#N)C(=O)N1CCOCC1	-3	-6	5	4.7	-1.8	-1.2	-30	.	1	-3
Cc1ccc(O)c(C(=O)c2cc(C#N)c(=O)n(Cc3ccccc3)c2)c1	3	1	-1	5.8	-0.7	0.5	3	-1.2	-3	-2
COC(=O)CCNCCSc1nnc(-c2ccco2)n1Cc1ccccc1	-7	-2	7	1.1	0.8	1.6	1	-0.6	-1	0
CC(C)OCCCNC(=O)CN1CCN(Cc2ccccc2Cl)C1=O	-9	1	-1	3.5	-0.9	4.6	-23	-0.6	.	-2
CN=c1scc(-c2cc(OC)ccc2OC)n1/N=C/c1c(C)[nH]c2ccccc12	3	10	5	6.9	-0.2	2.1	1	-2.0	69*	-1
COc1ccc(CNc2nccs2)cc1	7	0	-4	0.7	0.3	2.5	3	2.4	-2	-1
Cc1nc2ccc(S(=O)(=O)NCC(=O)N3CCCCC3)cc2s1	-14	2	2	2.6	-1.4	1.9	6	-0.7	.	-1
CN(N)c1nc2ccccc2nc1C(F)(F)F	-6	-1	-7	1.6	-1.5	1.9	3	-0.6	0	.
CCN(CC)CCN1C(=O)c2ccccc2NC1c1cc(OC)c(OC)c(OC)c1 (stereo unspecified)	-13	-37	-2	3.3	-0.7	-0.1	24	-3.1	-3	1
COc1ccc(OC)c(N(CC(=O)NCc2ccccc2)S(=O)(=O)c2ccc(OC)c(OC)c2)c1	-10	0	17	0.1	1.8	3.0	-9	-1.1	-4	-4
CCOc1ccccc1-n1nnnc1SCC(=O)O	-3	-3	1	0.2	-1.6	2.5	6	-0.4	36*	0
O=C(O)CC(c1cccc([N+](=O)[O-])c1)N1Cc2ccccc2C1=O (stereo unspecified)	5	0	-9	2.8	3.5	-1.9	13	-0.6	2	0
C=CCn1c(C)c(/C=C/c2cc[n+](C)cc2)c2ccccc21	-4	-11	-1	-0.4	0.7	-1.5	-7	-0.2	-5	-38
CC(=O)Nc1ccc(S(=O)(=O)N2CCN(c3cc(C(F)(F)F)ccn3)CC2)cc1	-10	2	3	0.5	-2.4	-0.8	-10	-1.7	0	-3
CC(C)C(C(=O)NC1CCCCC1)N(CC1CCCO1)C(=O)CNS(=O)(=O)c1ccc(F)cc1 (stereo unspecified)	-2	1	6	1.8	-1.9	1.6	4	1.4	.	1
COc1ccc(S(=O)(=O)N2CCOCC2)cc1NC(=O)CSc1nnc2n1CCCCC2	-9	-1	-4	1.2	0.3	-0.7	-18	-0.1	0	-1
Cc1ccc(NC(=O)c2cccnc2C(=O)Nc2ccc(C)cc2)cc1	6	.	-4	2.7	0.4	1.2	-7	-0.2	2	2
CC(=O)OCC(=O)Nc1c(C)cccc1C	12	?	0	4.1	0.8	1.0	-15	0.6	2	-2
O=CNCC(=O)NCCc1ccc(Cl)cc1	-3	1	-1	-3.9	0.4	0.5	-21	1.0	-18	-4
C/C(=N/NC(N)=S)c1ccccc1[N+](=O)[O-]	-10	1	-1	2.2	-1.6	0.8	0	.	.	0
CCc1ccc(NC(=O)CSc2nnc(CC)c(CC)n2)cc1	-9	0	-7	2.1	0.2	0.0	4	0.0	.	-8
O=C(CN1C(=O)COc2ccc(Cl)cc21)Nc1nccs1	-3	-4	-9	0.8	0.7	1.8	6	-0.2	0	1
O=C(CSc1nnc(C2CC2)n1-c1ccccc1)N1CCNC1=O	-11	-2	-8	3.2	0.5	-0.9	-2	0.4	1	2
Cc1cc(=O)[nH]c(SCCOc2ccc(OC(C)C)cc2)n1	-7	-2	-11	3.2	-0.2	1.1	11	-2.2	5	1
O=C(NCCCn1ccnc1)c1cccc(Cl)c1	-15	-3	-4	3.4	0.4	1.4	-3	-0.4	-3	-1
COc1ccc(CCC(=O)N2c3ccccc3CC2C)cc1 (stereo unspecified)	-9	3	-2	1.8	0.8	0.3	-3	-0.8	.	-7
Cc1cc(C)c2nc(NNC(=O)c3ccc(S(=O)(=O)N4CCc5ccccc5C4)cc3)sc2c1	-3	-3	-1	4.9	4.0	2.1	45	-0.1	11	1
O=S(=O)(c1ccc2ccccc2c1)N1CCN(S(=O)(=O)c2c(F)cccc2F)CC1	-14	-7	0	1.7	1.1	0.2	5	-0.4	22	0
O=C1C=C(NNC(=O)c2ccncc2)CC(c2ccccc2)C1 (stereo unspecified)	-10	10	-16	2.2	3.6	3.5	-7	0.1	2	-4
CCOCCCNC(=O)c1ccc2c(c1)N(CC)C(=O)c1ccccc1S2=O (stereo unspecified)	-15	-9	-7	2.6	-1.2	-1.6	-3	-1.5	-1	-1
Cc1ccc2[nH]c(C(=O)N/N=C/c3ccc([N+](=O)[O-])cc3)c(C)c2c1	0	-1	-4	2.7	.	.	-14	0.5	2	-8
CCN(C(=O)COC(=O)/C=C/c1ccccc1[N+](=O)[O-])C1CCS(=O)(=O)C1 (stereo unspecified)	-10	-2	-1	-0.5	1.8	5.8	20	-0.8	-2	0
COCCN1CCN(C(=O)c2ccc3oc(CCc4ccccc4)nc3c2)CC1	-18	-2	2	2.2	-1.6	0.2	11	-0.1	16	1
O=C(O)c1ccc(COc2ccc([N+](=O)[O-])cc2)o1	-5	.	-7	1.1	-0.9	-1.9	-6	-1.2	0	-3
CCc1c(C)nc(SCC(=O)Nc2nc(-c3ccc(OC)cc3)cs2)[nH]c1=O	-13	0	-6	0.2	2.9	-0.1	-6	-0.1	4	5
Cc1nc2c(ccc3nc(NC(=O)C4CC4)sc32)s1	-4	-11	-2	-1.5	-1.1	0.0	.	-3.1	5	-2
O=C(CSc1nc2ccccc2o1)Nc1ccccc1N1CCOCC1	-15	4	4	4.3	-1.2	2.5	-42	4.8	.	-5
COc1ccc(C(C(=O)NCCC(C)C)N(CCN2CCOCC2)C(=O)Cn2nnc3ccccc32)c(OC)c1 (stereo unspecified)	-10	6	-4	1.1	-1.7	2.6	-29	0.6	-2	-1
Cc1ccccc1NC(=O)CCC(=O)N/N=C/c1ccncc1	-3	2	-4	-0.3	-1.2	0.2	-16	-1.3	0	0
Cc1ccc(/C([O-])=C(/C(=S)NCc2ccc3c(c2)OCO3)[n+]2ccc(N(C)C)cc2)c(C)c1	9	10	-1	3.0	1.1	-1.2	16	-1.0	-1	2
COc1ccccc1Nc1nnc(SCC2CCCCO2)s1 (stereo unspecified)	-16	-7	0	5.3	0.6	0.2	36	-2.1	4	0

Complete entries, quoted from the list. Values in the order: PvdQ acylase, Rtt109 HAT inh, Tat transport, phage Ecoli inh, Ecoli viability, AddAB inh, PfHsp90 set2, CAL PDZ FP, Wnt bcat act, DAGLB inh
`Cc1nc2c(ccc3nc(NC(=O)C4CC4)sc32)s1` in the list: -4, -11, -2, -1.5, -1.1, 0.0, ., -3.1, 5, -2
`COc1ccccc1Nc1nnc(SCC2CCCCO2)s1` (stereo unspecified) in the list: -16, -7, 0, 5.3, 0.6, 0.2, 36, -2.1, 4, 0
`CCN(C(=O)COC(=O)/C=C/c1ccccc1[N+](=O)[O-])C1CCS(=O)(=O)C1` (stereo unspecified) in the list: -10, -2, -1, -0.5, 1.8, 5.8, 20, -0.8, -2, 0

No enrichment for hits. About 1.9% of those tested had a hit in this group.
